IL-1B inflam inh – blocks inflammasome-driven IL-1 beta release. 360,000 compounds, 4.7% hits. THP-1 LPS/ATP IL-1B secretion, AlphaLISA, 16 h; active compounds read low. activity change, % at 57.5 µM. AID 743279; in the data active = activity change below about -50%; inconclusive = mostly about -30% to -49%; also: % is scaled to controls: 0 for no effect and ±100 for the full control effect
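Secreted IL-1B measured by AlphaLISA bead assay after 16 h compound exposure of THP-1 cells; compounds (final up to 57.5 uM) added 1 h before LPS (250 ng/mL) and ATP (1.25 mM) stimulation; lower signal means less secretion.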
S2 tox – viability counter-screen for ATXN expression inhibitors. S2 cells (HEK-293 line with an ATXN2-luciferase reporter) viability, CellTiter-Fluor protease fluorescence, 24 h. Potency, µM (doses to about 56.7 µM), hits mostly cytotoxic. 400,000 compounds, 0.49% hits. AID 651635; also: potency is read from the fitted curve at half-maximal effect; nearly all actives have a fitted effect of over 40% in size
SW480 rereplic – induces DNA re-replication in SW480 colon adenocarcinoma cells; AID 624297; Potency, µM (doses to about 46.1 µM), inactives show at the top dose re-replication activation, usual class: activators; 340,000 compounds, 1.8% hits; SW480 DNA re-replication, Hoechst DNA content imaging, 48 h; also: potency is read from the fitted curve at half-maximal effect; % of control where 0% means no effect; nearly all actives have a fitted effect of over 55% in size
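Image-based DNA-content assay: after two days of treatment, nuclei were labelled with the DNA dye Hoechst and imaged, and hits were compounds raising the count of nuclei showing high fluorescence intensity.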
KB-3-1 cytotox – kills parental KB-3-1 adenocarcinoma cells; KB-3-1 viability, CellTiter-Glo ATP luminescence, 72 h; Potency, µM (doses to about 46.1 µM), for inactives: top-dose activity change, negative = cytotoxic, actives largely listed as cytotoxic; 400,000 compounds, 1.4% hits; AID 1347075; also: potency is read from the fitted curve at half-maximal effect; % is scaled to controls: 0 for no effect and ±100 for the full control effect; nearly all actives have a fitted effect of over 60% in size
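Here the drug-naive KB-3-1 line serves as comparator for MDR sub-line selectivity; cells received compound titrations, 72 h at 37 °C, then CellTiter-Glo readout.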
ATXN2 expr inh – inhibitors of ATXN2 expression; 360,000 compounds, 0.72% hits; AID 1745845; Potency, µM (titrated, usually from 57 µM), inactives show top-dose activity change, negative = inhibition, most hits filed as inhibitors; HEK-293 ATXN2-luciferase reporter, luminescence, 24 h; also: potency is read from the fitted curve at half-maximal effect; % is scaled to controls: 0 for no effect and ±100 for the full control effect; nearly all actives have a fitted effect of over 55% in size
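ATXN2-luciferase reporter cells (luciferase flanked by upstream and downstream ATXN2 gene portions) were treated 24 h at 37 °C with compounds at up to 57 uM. SteadyGlo luminescence gave expression; GF-AFC fluorescence gave viability.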
HepG2 tox – HepG2 cytotoxicity, counter-screen for TGF-b inhibitors; Potency, µM (series often up to 46.1 µM), inactives show at the top dose activity change, negative = cytotoxicity, usual class: cytotoxic; 410,000 compounds, 0.76% hits; HepG2 CAGA-GFP viability, ATP luminescence, 18 h; also: potency is read from the fitted curve at half-maximal effect; some results filed as inactive show a strong effect at the top dose
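CellTiter-Glo luminescence gave cytotoxicity after 18 hours at 37 degrees C. The cells were HepG2 CAGA-GFP in 1% FBS DMEM, stimulated with 500 pg/mL TGF-beta after compound addition. %Activity was normalised to no-cell wells (complete cell-killing) and DMSO (no toxicity), and curves were fitted and classified.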
MCF10A rerep – DNA re-replication induction in MCF 10a cells; MCF 10A DNA re-replication, Hoechst nuclear intensity, 48 h; Potency, µM (highest dose often 46.1 µM), for the others: top-dose activity, positive = re-replication, most hits filed as activators; 350,000 compounds, 2.9% hits; AID 624296; also: potency is read from the fitted curve at half-maximal effect; % of control where 0% means no effect; nearly all actives have a fitted effect of over 50% in size
HT1080NT lethal – kills 2HG-producing HT-1080-NT fibrosarcoma cells; HT-1080-NT fibrosarcoma viability, CellTiter-Glo ATP luminescence, 48 h; Potency, µM (highest dose often 46.1 µM), for inactives: at the top dose activity, negative = less viability, usual class: cytotoxic; 360,000 compounds, 1.6% hits;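 also: NT is the 2HG producing partner of a matched IDH1 knockdown line; potency is read from the fitted curve at half-maximal effect; 0% = DMSO-treated cells and -100% = media-only wells without cells; nearly all actives have a fitted effect of over 55% in size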
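HT-1080-NT; 750 cells/well; 5% FBS RPMI; 48 h compound, 37 degrees C; CellTiter-Glo luminescence; curve fitting and curve-class assignment.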
HT1080 IDH1KD tx – toxicity to HT-1080 IDH1 knockdown cells (counter line); HT-1080 IDH1 knockdown viability, ATP luminescence, 48 h; Potency, µM (highest dose often 46.1 µM), for the others: at the top dose activity, negative = toxicity, actives largely listed as cytotoxic; 360,000 compounds, 2% hits; AID 686971;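 also: potency is read from the fitted curve at half-maximal effect; 0% = DMSO wells and -100% = cell-free medium wells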
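Luminescent ATP read-out (CellTiter-Glo, 10 min at room temperature) after 48 h compound exposure at 37 °C gave viability of IDH1-knockdown HT-1080 cells. Activity was normalised to DMSO and cell-free wells, then fitted as concentration-response curves.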
Starred values were filed as active, the others as inactive; i = inactive; ? = inconclusive; nt = not tested or not shown; [ ] = another dose, or the depositor's remark. Unless noted, calls follow the shape of the dose curve; as a rule, active = well fitted curve in the direction sought with a large enough effect; inconclusive = small, poorly fitted or top-dose-only effect, or another doubt; inactive = no such curve, though single readings can be large; an effect the other way counts as inactive or inconclusive.

item	Compound	IL-1B inflam inh	S2 tox	SW480 rereplic	KB-3-1 cytotox	ATXN2 expr inh
1	COc1ccccc1NS(=O)(=O)c1cc(NC(=S)NCC2CCCO2)ccc1C (stereo unspecified)	-22	i	0%	-1%	-12%
2	N/C(=N\OC(=O)Oc1ccccc1)c1cccc([N+](=O)[O-])c1	28	i	-1%	4%	4%
3	CN(C)C(=O)CCc1ccc2c3c([nH]c2c1)[C@]1(C)[C@@H](C(=O)N2CCOCC2)C[C@H](CC(=O)NCCN2CCOCC2)C(=O)N1CC3	4	i	-26%	0%	9%
4	Cc1c(C(=O)N2CCCCC2)c(S(=O)(=O)NCCc2ccc(Cl)cc2)c(C)n1C	-1	i	-15%	3%	nt
5	Cn1c(=O)c2sccc2n2c(CCC(=O)N3CCN(c4ccccc4)CC3)nnc12	nt	i	nt	3%	8%
6	Cc1noc(C)c1C(=O)Nc1ccccc1-c1ccccc1	6	i	-1%	16%	-1%
7	COC(=O)c1cc2sc(Cl)cc2n1Cc1nc(-c2ccccc2F)oc1C	nt	i	nt	12%	8%
8	N#CCCn1cnc2c(=S)nc[nH]c21	16	i	-5%	1%	1%
9	Cc1cccc(-n2nc3c(c2NC(=O)c2cc4ccccc4o2)CS(=O)(=O)C3)c1	i	i	-7%	-8%	-6%
10	O=C(N/N=C/c1ccc(F)cc1)c1ccc(OCc2ccccc2)cc1	-11	i	?	0%	-2%
11	Nc1[nH]c(C(=O)c2ccccc2)c(-c2ccc(Br)cc2)c1C(=O)NC1CCCCC1	22	i	nt	5%	19%
12	CC(C)(C)NC(=O)COc1ccc(CNCCc2ccccc2)cc1	5	i	-9%	-11%	7%

item	HepG2 tox	MCF10A rerep	HT1080NT lethal	HT1080 IDH1KD tx
1	-17%	4%	8%	0%
2	-4%	-1%	8%	14%
3	2%	?	6%	7%
4	-37%	-3%	10%	0%
5	-10%	nt	nt	nt
6	-10%	17%	6%	20%
7	1%	nt	nt	nt
8	4%	1%	0%	-12%
9	0%	2%	1%	9%
10	-19%	-1%	11%	4%
11	nt	nt	18%	13%
12	-30%	-3%	-10%	-6%

Remaining list, next part.
item	Compound	IL-1B inflam inh	S2 tox	SW480 rereplic	KB-3-1 cytotox	ATXN2 expr inh
13	Cc1cc(N(CCO)CCO)ccc1N=Nc1cc(F)ccc1F	-75*	?	0%	14%	18%
14	CC(C)(C)c1ccc(NC(=O)N2CCCN(c3c(Cl)cncc3Cl)CC2)cc1	-65*	i	?	26%	?
15	O=C(N=C1SC2CS(=O)(=O)CC2N1CCc1ccc(F)cc1)C1CCCCC1 (stereo unspecified)	-8	i	-11%	0%	nt
16	C=CCn1c(C)cc(C(=O)COC(=O)[C@@H](NC(=O)c2ccccc2Cl)C(C)C)c1C	19	i	-5%	21%	1%
17	COc1ccc(CCN(C)C(=O)c2cnc(C)cn2)cc1OC	9	i	-9%	21%	-4%
18	CCN(CC)C(=O)c1sc2c(c1C)c(=O)n(-c1ccccc1)c(=O)n2CC(=O)Nc1ccc(C)cc1C	nt	i	nt	-13%	5%
19	CC(=O)c1ccc(Oc2ccc(C(C)=O)cc2)cc1	-1	i	13%	1%	90%[activator]
20	CCCCOc1ccc(C(=O)NCC(c2ccc(Cl)cc2)N2CCOCC2)cc1 (stereo unspecified)	nt	?	nt	0%	-25%
21	CC(C)NC(=O)N(C)C[C@@H]1OCc2cn(nn2)CCCC(=O)N([C@H](C)CO)C[C@H]1C	14	i	nt	9%	8%
22	CCCN(C(=O)COC(=O)CCOc1ccc(C)cc1)c1c(N)n(Cc2ccccc2)c(=O)[nH]c1=O	1	i	-4%	0%	-9%
23	CCOC(=O)c1sc(NC(=O)c2cc3n(n2)C(C(F)(F)F)CC(c2cccs2)N3)c(C(=O)OCC)c1C (stereo unspecified)	-14	i	0%	-2%	3%
24	Cc1ccc(NC(=O)CC(C)S(=O)(=O)c2ccc3c(c2)NC(=O)CO3)cc1Cl (stereo unspecified)	nt	?	nt	-1%	-9%

item	HepG2 tox	MCF10A rerep	HT1080NT lethal	HT1080 IDH1KD tx
13	-23%	17%	?	?
14	-36%	7.3µM*	?	-14%
15	13%	-1%	1%	13%
16	10%	-1%	17%	13%
17	16%	-1%	12%	9%
18	0%	nt	nt	nt
19	8%	2%	3%	6%
20	-21%	nt	nt	nt
21	-1%	nt	25%	14%
22	-23%	1%	?	?
23	4%	7%	-6%	-12%
24	-21%	nt	nt	nt

Entries of single compounds, looked up by structure. Values in the order: IL-1B inflam inh | S2 tox | SW480 rereplic | KB-3-1 cytotox | ATXN2 expr inh | HepG2 tox | MCF10A rerep | HT1080NT lethal | HT1080 IDH1KD tx
Cc1cc(N(CCO)CCO)ccc1N=Nc1cc(F)ccc1F in the list: -75* | ? | 0% | 14% | 18% | -23% | 17% | ? | ?
CC(C)NC(=O)N(C)C[C@@H]1OCc2cn(nn2)CCCC(=O)N([C@H](C)CO)C[C@H]1C in the list: 14 | i | nt | 9% | 8% | -1% | nt | 25% | 14%
CCN(CC)C(=O)c1sc2c(c1C)c(=O)n(-c1ccccc1)c(=O)n2CC(=O)Nc1ccc(C)cc1C in the list: nt | i | nt | -13% | 5% | 0% | nt | nt | nt

(list continues)
item	Compound	IL-1B inflam inh	S2 tox	SW480 rereplic	KB-3-1 cytotox	ATXN2 expr inh
25	Cc1ccc(Sc2ccc(NC(=O)CCN3C(=O)NC4(CCCC4)C3=O)cc2)c(C)c1	-4	?	-2%	0%	nt
26	CC(C)C[C@H](NC(=O)[C@H](Cc1ccccc1)n1c(=O)[nH]c2ccccc2c1=O)C(=O)N1CCC[C@H]1C(=O)O	13	i	-5%	0%	7%
27	Cc1ccsc1C(=O)N1CCN(S(=O)(=O)c2cccs2)CC1	4	i	-3%	0%	-3%
28	CC(O)(c1cccnc1)c1nc(-c2cccc(C#N)c2)cs1 (stereo unspecified)	11	i	nt	0%	1%
29	N#C/C(=C\c1ccc(N2CCOCC2)o1)C(=O)N1CCOCC1	-16	i	0%	12%	-5%
30	O=C(c1cc(-c2ccccc2Cl)nc2ccccc12)N1CCOCC1	0	i	-2%	-16%	5%
31	Cc1cc(C)cc(-n2nnc(C(=O)NCc3ccccc3)c2N)c1	-8	i	8%	-3%	4%
32	CCCC(=O)Nc1ccc(C(=O)COC(=O)C2=COCCO2)cc1	-2	i	1%	-1%	6%
33	COc1ccc(Br)cc1CNC(=O)Cn1nc(C)n2c(cc3cc(F)ccc32)c1=O	nt	i	nt	-4%	6%
34	CCCNC(=O)COc1coc(CN2CCN(Cc3ccccc3)CC2)cc1=O	15	i	2%	-4%	-11%
35	CCc1c(O)nc(SCC(=O)NCc2ccco2)[nH]c1=O	7	i	-10%	-4%	1%
36	COC(=O)[C@H](CCSC)NC(=O)NCCc1ccc(F)cc1	2	i	-11%	7%	-1%

item	HepG2 tox	MCF10A rerep	HT1080NT lethal	HT1080 IDH1KD tx
25	-51%	?	?	?
26	1%	13%	1%	8%
27	-16%	0%	17%	12%
28	-1%	nt	6%	1%
29	-9%	-1%	19%	6%
30	1%	-4%	2%	2%
31	-20%	6%	-2%	-4%
32	-28%	4%	7%	6%
33	0%	nt	nt	nt
34	13%	-1%	27%	18%
35	-34%	0%	9%	8%
36	-2%	23%	4%	8%

Retrieved by compound from the entries so far (two):
item	Compound	IL-1B inflam inh	S2 tox	SW480 rereplic	KB-3-1 cytotox	ATXN2 expr inh
4	Cc1c(C(=O)N2CCCCC2)c(S(=O)(=O)NCCc2ccc(Cl)cc2)c(C)n1C	-1	i	-15%	3%	nt
16	C=CCn1c(C)cc(C(=O)COC(=O)[C@@H](NC(=O)c2ccccc2Cl)C(C)C)c1C	19	i	-5%	21%	1%

item	HepG2 tox	MCF10A rerep	HT1080NT lethal	HT1080 IDH1KD tx
4	-37%	-3%	10%	0%
16	10%	-1%	17%	13%

Next compounds.
item	Compound	IL-1B inflam inh	S2 tox	SW480 rereplic	KB-3-1 cytotox	ATXN2 expr inh
37	Cc1ccc(-n2c(C)nn(-c3ncc(C(F)(F)F)cc3Cl)c2=O)cc1	0	i	14%	0%	14%
38	CN(C)c1nc(N(C)C)c2cnn(C)c2n1	20	i	-4%	20%	5%
39	CCOCCCNc1ncnc2onc(C)c12	nt	i	nt	0%	-8%
40	Cn1nc(-c2ccc(Cl)cc2)c2cc(C(=O)NCCN3CCOCC3)sc21	-18	i	1%	2%	-15%
41	Cc1cccc(OCC(=O)NS(=O)(=O)c2ccc(Br)cc2)c1	42	i	-3%	?	-23%
42	C#CCOCCOCCOCCNc1nc(N2CCN(C(=O)[C@H](CCCCN)n3cc([C@@H](N)C(C)CC)nn3)CC2)nc(N2CCN(C(=O)[C@H](Cc3cc4ccccc4[nH]3)n3cc([C@@H](N)CC(C)C)nn3)CC2)n1 (stereo partly specified)	1	i	?	-6%	6%
43	COc1ccc(C(=O)OCCN2C(=O)c3ccccc3C2=O)cc1OC	8	i	?	24%	5%
44	O=C(Nc1ccn(Cc2c(F)c(F)cc(F)c2F)n1)c1ccc(COc2cc(Cl)ccc2Cl)o1	0	i	3%	2%	-25%
45	CC(=O)N1CN(C2CCCC2)Cc2c1sc1c2CCCC1	-8	i	2%	2%	-3%
46	COc1ccc(C(=O)NCc2ccc3[nH]c(C)cc3c2)cc1OC	-10	?	75%	-19%	-29%
47	COC(=O)c1cnn(-c2ccc(C)c(C)c2)c1-n1cccc1	10	?	-3%	-7%	-1%
48	CCCCNC(=O)C(CC)Sc1nc2ccccc2c(=O)n1Cc1ccco1 (stereo unspecified)	nt	?	nt	1%	0%

item	HepG2 tox	MCF10A rerep	HT1080NT lethal	HT1080 IDH1KD tx
37	4%	29%	16%	14%
38	3%	1%	-1%	-6%
39	-36%	nt	nt	nt
40	1%	5%	9%	-15%
41	-2%	-13%	-6%	-3%
42	-28%	19%	-7%	0%
43	2%	0%	5%	6%
44	-37%	10%	5%[9.24 µM]	?
45	-15%	19%	-7%	3%
46	-5%	4.6µM*	-4%	1%
47	-4%	21%	8%	-3%
48	-4%	nt	nt	nt

From PubChem BioAssay
